# Bioassay records from PubChem BioAssay.
# DAGLB inhibitor = blocks human DAGLB lipase activity. Q8NCG7. HEK293T DAGLB membrane lysate, EnzChek fluorogenic substrate. inhibition, % at 5.17 µM. hit rate 0.059% among 340,000. AID 504411; in the data active means inhibition above about 34%;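 further: 0% = enzyme with vehicle and 100% = wells lacking enzyme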
# CDK5 inh = inhibitors of human CDK5/p35 kinase. Recombinant CDK5/p35, ADP-Glo luminescence, 60 min. Q00535+Q15078. hit rate 0.01% among 330,000. inhibition, % at 10 µM;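 active means highest replicate inhibition of at least 50% and at least 75% of replicates reaching 50%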;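 further: plate controls were DMSO neutral control for no effect and GW8510 at 10 µM for full effect; many of its hits are not listed in these tables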
# Ecoli viability = counter-screen for AddAB inhibitors: E. coli growth inhibition. E. coli V3065 growth, OD600 absorbance, 18 h. inhibition, % at 11.9 µM. hit rate 0.27% among 330,000. AID 449728;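 active means inhibition above the campaign's mean inhibition across all tested compounds plus 3 SD, cut at about 9.9% in these data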;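 further: uninfected addAB+ strain grown without phage in ampicillin broth; 0% = DMSO wells and 100% = ciprofloxacin 0.95 µg/ml wells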
# SUMO Mot1 rescue = inhibitors of SUMOylation pathway: yeast Mot1-301 growth rescue. hit rate 1% among 320,000. S. cerevisiae Mot1-301 growth rescue, ATP luminescence, 38.5C; percent above DMSO median, 100 means doubled. growth rescue, % at 18.8 µM. AID 2716;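 active means every valid replicate shows activation above 250% relative to neutral control wells; inactive means the rest, any valid replicate at or below 250%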;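 further: OY570 slx delta 5 strain wells were the positive control but not used for scaling; some compounds called inactive have numbers as strong as hits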
# PKA-R1A activ = activates the PKA-R1A holoenzyme complex. P00514+P68181. PKA-R1A dissociation, Cy5-IP20 fluorescence polarization; scaled: DMSO 0%, 113 µM cGMP 100%. activation, % at 11.4 µM. hit rate 0.083% among 340,000. AID 504707;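 active means percent activation above the mean of all tested compounds plus 3 SD, cut at about 19% in these data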;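 further: higher means more PKAc released from R1A so a rise in polarization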
# Tat export inh = inhibitors of E. coli Tat protein transport. E. coli MC4100 TorA-mCherry Tat export, fluorescence. inhibition, % at 10 µM. hit rate 0.036% among 340,000;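 active means mean replicate inhibition at least 50% and at least half of replicates individually reaching 50%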;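 further: exported cargo escapes ClpAP degradation while cytoplasmic cargo is degraded and loses fluorescence; 0% = median of neutral control wells and 100% = median of NaSCN control wells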
# phage Ecoli inh = E. coli growth loss with phage present | growth absorbance | inhibition, % at 11.9 µM | hit rate 0.26% among 360,000; in the data active means inhibition above about 11%
# PKA-R2B activ = PKA-R2B complex activation. P22694+P31323. PKA-R2B holoenzyme dissociation, Cy5-IP20 fluorescence polarization; R2B truncated from residue 108, S112A mutant; 0% DMSO only, 100% 113 µM cGMP. activation, % at 11.4 µM. hit rate 0.079% among 340,000;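 active means activation above a cutoff set at the mean over all compounds plus 3 SD, cut at about 18% in these data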;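 further: higher means more holoenzyme dissociation and a rise in polarization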
# Target sequence (P31323 whole entry, looked up, other chains not shown, the tested form may be a part): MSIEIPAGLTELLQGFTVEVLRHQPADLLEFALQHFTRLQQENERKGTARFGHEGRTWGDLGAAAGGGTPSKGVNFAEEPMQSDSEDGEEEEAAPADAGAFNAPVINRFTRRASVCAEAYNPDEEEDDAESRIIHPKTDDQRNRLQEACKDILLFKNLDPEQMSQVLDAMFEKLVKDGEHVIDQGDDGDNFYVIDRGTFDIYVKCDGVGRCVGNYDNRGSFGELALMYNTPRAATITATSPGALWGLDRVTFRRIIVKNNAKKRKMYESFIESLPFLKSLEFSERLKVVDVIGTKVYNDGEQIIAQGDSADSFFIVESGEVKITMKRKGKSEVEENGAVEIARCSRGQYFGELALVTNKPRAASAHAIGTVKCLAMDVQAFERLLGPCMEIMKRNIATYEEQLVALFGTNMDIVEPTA
# HTR5A inv ctr = HTR5A inverse agonism, opioid heterodimer counter-screen; P47898; AID 504634; hit rate 0.083% among 340,000; inhibition, % at 9.3 µM; HTR5A cell line, luminescence; in the data active means inhibition mostly above about 23%, no sharp cut-off; inactive means mostly below about 18%;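 further: 0% = cells with DMSO and 100% = no-cell wells with DMSO; some compounds called inactive have numbers as strong as hits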
# Target sequence (P47898 whole entry, looked up): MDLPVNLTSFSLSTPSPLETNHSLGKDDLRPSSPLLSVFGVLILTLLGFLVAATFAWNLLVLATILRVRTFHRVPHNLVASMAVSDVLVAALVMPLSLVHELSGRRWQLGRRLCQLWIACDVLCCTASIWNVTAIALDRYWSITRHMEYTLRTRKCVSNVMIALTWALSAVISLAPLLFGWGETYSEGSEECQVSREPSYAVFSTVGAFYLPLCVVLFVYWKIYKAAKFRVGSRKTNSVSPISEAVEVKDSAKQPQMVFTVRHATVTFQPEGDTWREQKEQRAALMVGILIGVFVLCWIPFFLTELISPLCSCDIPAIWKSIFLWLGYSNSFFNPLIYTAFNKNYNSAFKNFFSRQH
# HTR5A ag = counter-screen for OPRM1-OPRD1 agonists: human HTR5A agonism | activation, % at 9.3 µM | P47898 | AID 504692 | hit rate 0.61% among 340,000 | HTR5A agonist assay, luminescence, cell-based; in the data active means activation mostly above about 9.5%, no sharp cut-off; inactive means mostly below about 7.6%;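 further: 0% = cells with vehicle only and 100% = reference agonist; strong numbers were not always called active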
# AddAB inh = less growth of phage-infected E. coli with AddAB | E. coli expressing H. pylori AddAB, absorbance growth | inhibition, % at 11.9 µM | hit rate 0.29% among 330,000 | AID 435030; in the data active means inhibition above about 12%;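 further: 0% = vehicle wells of infected cells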
# * marks the source's active call; other numbers are inactive results; / = not tested or not shown. No enrichment for hits. About 2.3% of those tested had a hit in this group.
SMILES,DAGLB inhibitor,CDK5 inh,Ecoli viability,SUMO Mot1 rescue,PKA-R1A activ,Tat export inh,phage Ecoli inh,PKA-R2B activ,HTR5A inv ctr,HTR5A ag,AddAB inh
CC(C)(C)c1ccc(S(=O)(=O)Nc2ccc3c(c2)COC3=O)cc1,-2,0.9,3.9,567,-7,2,3.0,-5,-8,5,3.0
CC(=O)OCCC(C)C,-5,0.2,2.2,/,-6,-3,1.4,5,9,5,-0.6
O=C(Cn1nc(CNc2ccc(Cl)cc2)[n+]2c1CCCCC2)c1ccc(Cl)cc1,5,-1.1,0.3,-4,-3,12,3.2,5,-11,4,5.2
N#CC1(c2ccccc2)CCC(NCCc2ccccc2)CC1 (stereo unspecified),2,1.4,0.1,129,-2,1,0.3,7,4,-1,1.5
CCn1nnc(NC(=O)c2ccccc2Br)n1,1,-0.7,-1.7,-8,-16,-8,2.0,-7,20,-5,1.4
C#CCOCCOCCOCCNc1nc(N2CCN(C(=O)Cn3cc(CCCN=C(N)N)nn3)CC2)nc(N2CCN(C(=O)[C@H]([C@@H](C)CC)n3cc(CCC(=O)O)nn3)CC2)n1,1,-1.2,-2.2,73,2,-3,1.8,-8,-15,5,2.3
COc1cc(Nc2nc3ccccc3nc2NS(=O)(=O)c2ccc([N+](=O)[O-])cc2)cc(OC)c1OC,1,-1.0,-1.3,-37,-13,7,0.2,0,-2,0,6.0
Cc1ccc(S(=O)(=O)N2CCC[C@H]2C(=O)Nc2ccccc2C)cc1,-3,-0.2,0.1,34,4,-5,1.7,-1,8,-2,0.2
CC(=O)Nc1sc2c(c1C(c1ccccn1)N1CCN(C)CC1)CCCC2 (stereo unspecified),-1,1.0,3.3,1,6,-2,1.7,-8,3,-1,2.2
Cc1nc(-c2ccc(C(=O)Nc3cc(S(N)(=O)=O)ccc3C)cc2)cs1,4,0.3,1.5,15,0,0,1.0,-5,-12,3,-0.2
COc1ccc(C(=O)NC(C)c2ccc(-n3ccnc3)cc2)cc1S(=O)(=O)N1CCOCC1 (stereo unspecified),-3,0.8,/,/,-6,-4,3.8,-1,-17,2,/
COc1ccc(N2C(=O)NC(=O)C2=O)cc1,-4,-0.3,-0.6,-9,-5,-5,0.2,-8,12,-5,2.4
O=C(c1ccc(Cl)c(S(=O)(=O)N2CCCCCC2)c1)N1CCCC1,0,-1.8,0.3,118,1,0,1.7,-5,7,-3,1.1
O=c1c2cccnc2[nH]c(=S)n1CCC1=CCCCC1,-8,3.1,0.7,16,2,-10,1.4,-7,-2,1,1.3
CC1=C(C(N)=O)C(c2ccccn2)n2nc(-c3ccccc3Cl)nc2N1 (stereo unspecified),1,-0.7,/,/,3,-6,2.4,-4,17,-6,/
C=CCN1C(=O)c2ccc(C(=O)NCCc3ccc(OC)c(OC)c3)cc2C1=O,-5,0.7,-0.3,5,-5,2,-0.4,-7,-23,1,-1.9
CC1(C)CC(=O)C=C(c2cccc(O)c2)C1=O,-2,1.6,0.1,7,9,2,1.7,2,12,3,1.0
O=C(CCSCc1ccccc1)Nc1ccc2c(c1)OCCO2,-3,0.1,-0.2,8,-15,1,0.9,-1,12,5,0.9
N#CCCN1CCN(S(=O)(=O)c2ccc(S(=O)(=O)NC3CCCCC3)cc2)CC1,2,0.5,1.5,111,-1,-3,2.0,13,-7,3,4.8
Cn1c(=O)c2c(ncn2CC(=O)OCC(=O)Nc2ccc(Cl)cc2Cl)n(C)c1=O,1,-0.1,-1.1,-3,1,10,5.5,-4,-11,-1,-0.1
Cc1ccc(NNC(=O)C(O)(c2cccc(C(F)(F)F)c2)c2cccc(C(F)(F)F)c2)cc1,-6,0.7,-1.6,95,-8,4,3.8,-16,-16,6,1.4
CCCN(CCC)C(=O)C1CCN(c2ccc(S(=O)(=O)N3CCOCC3)cc2[N+](=O)[O-])CC1,5,0.9,-1.9,-19,-7,-10,0.9,3,21,0,-1.5
Cc1noc2ncnc(Oc3ccccc3)c12,1,-1.1,-2.5,0,-8,-15,2.3,-6,-3,1,1.8
C=CCn1c(-c2cc(OC)c(OC)c(OC)c2)n[nH]c1=S,-6,0.5,-2.1,-10,2,0,/,-8,-23,-1,-1.6
Cc1cccc(C(C)C)c1-n1nnnc1-c1ccccc1,-7,9.7,3.7,47,8,2,1.9,5,-25,10,2.8
Cc1csc(NC(=O)c2oc3ccccc3c2C)n1,0,1.2,0.5,8,-2,5,1.9,-9,-11,2,0.2
Cc1ccc(NC(=O)CCc2nnc3ccc(N4CCC5(CC4)OCCO5)nn23)nc1,0,-1.8,-0.5,8,3,11,2.6,3,11,-3,2.0
Cc1ccc2[nH]c(O)c(N=Nc3ccccc3C)c2c1,-2,0.7,0.1,-11,-2,3,-2.2,10,1,3,-0.3
COc1cccc(OCc2cc(C(=O)N3CCC(C(O)C(C)C)CC3)no2)c1 (stereo unspecified),-3,-0.3,0.8,-12,1,2,3.5,-9,-2,0,2.5
CCCCN1CC(=O)N2[C@H]3c4cc(C)ccc4OC[C@@H]3[C@H](C(=O)OCC)[C@]2(C)C1=O,-2,5.3,1.8,-4,-4,1,1.4,-13,-8,1,5.2
Cn1nc(C(=O)NCc2ccccc2)cc1C(=O)NCc1ccccc1,-1,-1.0,-2.3,-7,-1,-6,-3.5,2,-3,1,-1.4
COc1ccc(Cl)cc1NC(=O)C(C)N1CCN(C/C=C/c2ccccc2)CC1 (stereo unspecified),-7,-1.8,0.7,180,-11,1,0.7,4,-12,5,2.0
CC(=O)c1c(N2CCN(c3cccc(Cl)c3)CC2)nc(=S)n(-c2ccccc2)c1C,6,1.2,-1.4,2,-6,5,0.3,3,-10,4,2.3
COc1ccc(N2C(=O)CC(Nc3cccc(C(C)=O)c3)C2=O)cc1OC (stereo unspecified),-3,-0.7,-0.6,/,-5,-5,3.3,-9,-6,2,-2.6
CC(C)OCCCn1c(-c2ccco2)nc2nc3ccccc3nc21,4,-0.7,-2.7,-1,-7,7,0.6,-9,0,-1,-2.4
CN(C)c1oc(-c2ccc(Cl)cc2)nc1S(=O)(=O)c1ccccc1,1,1.3,-1.3,330,7,3,4.9,-13,3,0,0.0

# An excerpt of these results, with values under each structure:
# Values in the order – DAGLB inhibitor	CDK5 inh	Ecoli viability	SUMO Mot1 rescue	PKA-R1A activ	Tat export inh	phage Ecoli inh	PKA-R2B activ	HTR5A inv ctr	HTR5A ag	AddAB inh
- CC(=O)c1c(N2CCN(c3cccc(Cl)c3)CC2)nc(=S)n(-c2ccccc2)c1C
 : 6	1.2	-1.4	2	-6	5	0.3	3	-10	4	2.3
- COc1ccc(N2C(=O)CC(Nc3cccc(C(C)=O)c3)C2=O)cc1OC (stereo unspecified)
 : -3	-0.7	-0.6	/	-5	-5	3.3	-9	-6	2	-2.6
- CC(C)OCCCn1c(-c2ccco2)nc2nc3ccccc3nc21
 : 4	-0.7	-2.7	-1	-7	7	0.6	-9	0	-1	-2.4

# Other results:
SMILES,DAGLB inhibitor,CDK5 inh,Ecoli viability,SUMO Mot1 rescue,PKA-R1A activ,Tat export inh,phage Ecoli inh,PKA-R2B activ,HTR5A inv ctr,HTR5A ag,AddAB inh
C=C(C)c1ccc(C(C)(C)NC(=O)N(Cc2ccccc2)Cc2ccco2)cc1,-12,-1.9,-0.2,-9,-2,-3,1.3,-12,-15,2,2.8
O=C(Cc1ccc(NC(=O)C2CCCN(C(=O)C3CC3)C2)cc1)Nc1cccc(C(=O)N2CCCC2)c1 (stereo unspecified),-2,-4.1,/,/,-19,-3,2.5,-16,-1,0,/
COc1ccc(C(=O)NC2CC(C)(C)Cc3c2cnn3-c2ccccc2C)c(OC)c1OC (stereo unspecified),-2,-1.9,0.9,68,-6,4,0.5,-8,7,-6,-2.2
CCOC(=O)c1[nH]c2ccc(Br)cc2c1NC(=O)CNC,0,-1.3,1.6,0,4,1,4.5,-10,-7,2,0.3
O=c1ccc(-c2ccc(S(=O)(=O)NCc3cccc(Br)c3)s2)n[nH]1,2,0.8,-0.9,-13,0,-5,2.9,-10,12,0,2.2
NC(=O)C1=C[C@@H](C2CCCCC2)C[C@@H](OCCCCO)O1,-2,1.3,0.5,3,-5,-5,3.5,-11,10,-4,3.5
COc1ccc(-c2sc(Nc3ccccc3)n[n+]2-c2ccc(F)cc2)c(OC)c1OC,1,-0.5,-2.7,6,-5,-5,1.9,-15,24,-2,2.1
COCCn1c(C)cc(C(=O)CSc2nnc(-c3cccnc3)n2-c2ccccc2F)c1C,5,1.1,-0.5,1,-4,-4,0.8,-1,5,-2,-0.3
CN1C(=O)C(CCC(N)=O)NC1=S (stereo unspecified),-1,-4.0,-0.1,-5,4,3,-1.0,-11,-13,3,1.5
C=CCn1c(SCCN2C(=O)c3ccccc3C2=O)nc2scc(-c3ccc(F)cc3)c2c1=O,2,-0.2,/,/,4,-5,0.5,-1,9,-1,/
O=C(NCc1ccncc1)C(=O)NCC(c1ccco1)N1CCN(c2ccccc2)CC1 (stereo unspecified),0,-1.5,-0.3,30,-2,2,3.2,1,3,2,-1.0
CC(=O)Nc1ccc(NC(C)=C(C#N)C#N)cc1,-7,-0.6,-0.9,28,-11,5,4.3,1,17,-2,1.1

# The last four compounds of the section above are carried over, then new ones follow:
SMILES,DAGLB inhibitor,CDK5 inh,Ecoli viability,SUMO Mot1 rescue,PKA-R1A activ,Tat export inh,phage Ecoli inh,PKA-R2B activ,HTR5A inv ctr,HTR5A ag,AddAB inh
CN1C(=O)C(CCC(N)=O)NC1=S (stereo unspecified),-1,-4.0,-0.1,-5,4,3,-1.0,-11,-13,3,1.5
C=CCn1c(SCCN2C(=O)c3ccccc3C2=O)nc2scc(-c3ccc(F)cc3)c2c1=O,2,-0.2,/,/,4,-5,0.5,-1,9,-1,/
O=C(NCc1ccncc1)C(=O)NCC(c1ccco1)N1CCN(c2ccccc2)CC1 (stereo unspecified),0,-1.5,-0.3,30,-2,2,3.2,1,3,2,-1.0
CC(=O)Nc1ccc(NC(C)=C(C#N)C#N)cc1,-7,-0.6,-0.9,28,-11,5,4.3,1,17,-2,1.1
Nn1cnnc1N/N=C/c1cc([N+](=O)[O-])c(Cl)cc1Cl,1,-0.5,2.0,-10,-7,-4,-1.5,-3,-15,-5,0.6
O=c1c2ccccc2n2c(-c3cccc(Cl)c3)nnc2n1Cc1ccccc1,0,0.8,0.5,14,-8,-2,2.7,-11,-25,8,0.2
NCCCCCc1cn([C@@H](CO)C(=O)NCCCCCCCCCCC(=O)N2CCNCC2)nn1,-1,0.0,-1.6,-14,2,-7,1.8,-13,-4,6,3.2
COc1cc(NC(=O)CSc2nnnn2-c2ccccc2)cc(OC)c1OC,0,1.3,2.3,/,-1,6,2.5,-1,3,-1,0.5
COc1cc(/C(C)=N/NC(=O)c2ccc(CSc3nncn3C)cc2)cc(OC)c1OC,3,-3.8,-1.5,9,-6,1,-0.7,2,-28,10*,-3.1
